Screening data as filed in PubChem.
Pf Dd2 growth: qHTS Primary assay for Inhibitors of Plasmodium falciparum Dd2 growth in vitro; 120,000 compounds, 4.3% hits; P. falciparum Dd2 growth, SYBR Green, 72 h; Potency, µM (doses to about 28.9 µM), for inactives: top-dose activity, negative = inhibition, hits mostly inhibitors; active means well fitted inhibition curve with a large enough effect; inconclusive means small, poorly fitted or top-dose-only effect; inactive means no such curve, though single readings can be large or run the other way;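 further: plate controls were DMSO vehicle for no effect and reference drug for full effect; nearly all actives have a fitted effect of over 65% in size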
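Readout: SYBR Green fluorescence, 485 nm excitation, 535 nm emission, after ~16 h lysis at 37C. Before that, Dd2-infected red cells (2.5% hematocrit) grew 72 h with compound, 29 uM top final concentration.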
* hit, by the source's call; i = inactive; ? = inconclusive; & = joins results of further samples; [ ] = remark or other dose. Potency means the concentration at half of the fitted maximal effect.

SMILES	Pf Dd2 growth
CC(C)NC(=O)N1CCC(c2noc(-c3ccncc3)n2)C1 (stereo not given)	i[5.79 µM]
CN1CCCCC12Cc1ccccc1CN([S+](=O)([O-])c1ccccc1)C2 (stereo not given)	?
CC(=O)N(C1CC1)C1CCOC2(CCN(C(=O)COc3ccccc3)CC2)C1 (stereo not given)	i
COc1ccc(CCNC(=O)c2cc3c(=O)[nH]c(C)cn3n2)cc1OC	i
COc1cc(OC)cc(C(=O)Nc2ccc(Cl)cc2C(=O)c2ccccc2Cl)c1	i
COC(=O)c1ccccc1NC(=O)Cn1c(=O)n(-c2cccc(OC)c2)c(=O)c2c(C)c(C(=O)N(C)C)sc21	36%[activator]
COC[C@@H]1CN(Cc2cn(C)nc2C)C[C@H]1C(=O)N(C)C	10%
c1ccc(CN2CCC(N3CC(OCC4CC4)C34CCOCC4)CC2)cc1 (stereo not given)	5.6µM*
CC(C)(C)NC(=O)C[C@@H]1CCNC[C@@H]1Cc1cc(-c2ccc(F)cc2)on1	?
Cc1ccc(Nc2c(-c3ccc(C)cc3)nc3c(C)cccn23)cc1	-29%
COCc1cc(=O)n(CC(=O)NCc2ccc(F)cc2)c(N2CCOCC2)n1	-12%
Cc1ccccc1C(=O)Nc1c(C)nc2ccccn2c1=O	i
CS(=O)(=O)c1cnc(NCCc2cnc[nH]2)nc1C1CCCNC1 (stereo not given)	-2%
COc1ccc(-c2cc(C[C@@H]3C[C@H](NC(=O)c4ccccc4)C3(C)C)no2)cc1	?
CCC1CCCCN1CCCNC(=O)c1sc2nc(C)cc(C)c2c1-n1cccc1 (stereo not given)	?
CCOc1ccc(NC(=O)C2CN(S(=O)(=O)c3cccnc3)CC23CCCCC3)cc1 (stereo not given)	-1%
CC(C)N1C[C@@H](F)[C@@H](OCc2nc3ccc(F)cc3[nH]2)C1	?
COCCNC(=O)CCc1c(C)nc2c(c(C)nn2-c2ccc(C)cc2)c1C	-12%
COCCNC(=O)[C@@H]1C[C@H](Oc2ccccc2)CN1C(=O)c1n[nH]c(=O)c2ccccc12	-6%
CC(C)c1nc2c(c(-c3ccc(O)cc3)n1)CN(CC1CC1)CC2	i
O=C(CSc1nc(=O)n(Cc2ccco2)c2c1CCC2)Nc1cccc(F)c1	-23%
Cc1ccc(NC(=O)c2cc3cn(C(C)C)cc3s2)c(C)c1	i
CCc1cc(N2CCOCC(O)(CN3CCCC3)C2)nc(N2CCCC2)n1 (stereo not given)	5.6µM*
O=C(CCc1nc2ccccc2s1)NCC(=O)N1CCCCCCNC(=O)CC1c1ccccc1 (stereo not given)	?
CC(=O)N1CC[C@]2(O)CCN(C(=O)CCCc3ccc(F)cc3)C[C@@H]2C1	-3%
CN(C)c1ccc(C(CNS(=O)(=O)c2ccc(Cl)cc2)N2CCOCC2)cc1 (stereo not given)	-23%
COc1ccc(N2Cc3c(NCC(C)(C)C)ncnc3N(C)CC2=O)cc1	-4%
Cc1cc2c(cc1C(=O)N1CCC(O)(C(=O)O)CC1)OCCO2	-12%
Cc1ccc(NC(=O)CSc2nc3c(c(=O)[nH]2)CN(Cc2ccc4c(c2)OCO4)CC3)cc1C	i
CCOC(=O)c1ccc(NC(=O)c2ccc3c(c2)CCN3S(=O)(=O)c2ccc(Cl)cc2)cc1	?
CN(C)C(=O)c1cc(-c2cccc(C(F)(F)F)c2)c2nncn2n1	20%
O=S(=O)(NCC(c1cccs1)S(=O)(=O)c1ccccc1)c1ccc(F)c(C(F)(F)F)c1 (stereo not given)	47%[activator]
O=C1NC(=NC2CCCCC2)C2(CCN([S+](=O)([O-])c3cccc(C(F)(F)F)c3)CC2)N1c1cccnc1	-18%&7%
O=C(C1CCCC1)N1CCc2nc(-c3ccccc3)nc(-c3ccc(Cl)cc3)c2C1	4µM*
Cc1cc(=O)n(CC(=O)Nc2cccc(C(C)C)c2)c(N2CCc3ccccc3C2)n1	?
CCCCNC(=O)C1CCN(C(=O)c2nnn3c2COC(c2ccc(C)cc2)C3)CC1 (stereo not given)	-6%
Cc1ccc(CNC(=O)CCCCCn2c(=O)c3sccc3n(CC(=O)N(C)c3ccccc3)c2=O)cc1	-7%
O=C(Cc1cccs1)N1CCCN(CCc2ccccc2)c2ccccc21	-25%
CCn1cncc1CNC(=O)c1cccc(CCC(C)(C)O)c1	4%
Cc1ccccc1Cn1c(=O)n(CCCCC(=O)NCc2ccccc2Cl)c(=O)c2ccccc21	5%
O=C(CS(=O)(=O)c1cccc2nsnc12)N1CCN(c2ccccc2F)CC1	-21%
COCCCNC(=O)C1COC2(CCC(C)CC2)N1C(=O)c1ccccc1F (stereo not given)	0%
CC(=O)Nc1ccccc1-c1nc2ccccc2n(C(C)C(=O)c2ccc(C)c(C)c2)c1=O (stereo not given)	-11%
O=C(Cc1ccc(F)cc1)N1CCC2(CC1)NCc1ccccc1-n1ccnc12	?
Nc1cc(=O)nc(SCC(=O)Nc2ccc(F)cc2)n1-c1ccccc1Cl	45%[activator]
O=C(NC1CC1)c1nc(-c2cccnc2)c2ccccn12	-9%[44.1 µM]
COCCn1c(C)cc(C(=O)NCC(=O)N2CCCCCNC(=O)CC2c2ccccc2)c1C (stereo not given)	?
Cc1cc2nc(-c3ccc(NC(=O)c4ccccc4F)cc3)oc2cc1C	-10%
O=[S+]1([O-])NC2(CCN(Cc3ccccc3C(F)(F)F)C2)CNc2ccccc21 (stereo not given)	?
CCOC(=O)c1sc(NC(=O)c2nc3nc(C)cc(C(F)F)n3n2)c(C(=O)OC(C)C)c1C	i
CC(C)n1c(SCC(=O)Nc2ccc(F)cc2)nc2c(oc3ccccc32)c1=O	11%
CC(C)(C)CC(=O)NC[C@H]1OC[C@@H](NC2CCNCC2)[C@@H]1O	10%[44.1 µM]
CC(C)CCN1C(=O)CC[C@]2(C(=O)NCCc3cccnc3)CCCC[C@@H]12	i
O=C1Nc2ccccc2C(=O)N2CC[C@H](NS(=O)(=O)c3cccs3)[C@@H]12	-20%[44.1 µM]
COc1ccc(OCC2(C)COc3ccc(C(=O)NCCc4ccccc4)cc3N2)cc1 (stereo not given)	?
Cc1cc(N)n(CC(=O)N2CC[C@@]3(O)CCN(S(C)(=O)=O)C[C@H]3C2)n1	-6%
Cn1ncc(N2CCC(C(=O)NCCCN3CCc4ccccc4C3)C2)cc1=O (stereo not given)	-1%
CCC(C(=O)Nc1ccccc1C(=O)OC)n1nc(C)c2c(C)n(-c3ccc(C)cc3)nc2c1=O (stereo not given)	3%
O=C1CCC(CCC(=O)N2CCCC2c2ccc(F)cc2)(Cc2cccc3ccccc23)N1 (stereo not given)	-13%
COc1cccc(N2C(=O)NC(=NC3CCCC3)C23CCN([S+](=O)([O-])c2cccs2)C3)c1 (stereo not given)	?

The list continues.
SMILES	Pf Dd2 growth
CCc1ccc(NC(=O)c2cc(=O)c3ccc(C)c(C)c3o2)cc1	90%[activator]
COC[C@@H]1CN(Cc2cnn(C)c2)C[C@H]1C(=O)N(C)C	14%
O=C1CC2(CCN(Cc3cccc4ccccc34)CC2)Oc2ccccc21	?
Cc1ccc(-n2c(C3CCN(C(=O)c4ccccc4C(F)(F)F)CC3)n[nH]c2=O)cc1	i
O=C(CSc1nccn1-c1cccc(Cl)c1)Nc1cccc(C(F)(F)F)c1	i
COc1ccc(C(=O)N2CCC3(CCNC(=O)CC3)CC2)cc1F	-22%
Clc1ccccc1CNc1ncnc2c1c(-c1ccccc1)cn2-c1ccccc1	?
COCCNC(=O)[C@@H]1C[C@H](Oc2cccnc2)CN1C(=O)c1ccoc1	25%
Cc1ccccc1C(=O)Nc1cc(C)c(O)c(-c2nc3ccccc3o2)c1	46%[activator]
C=CCNC(=O)C(NC(=O)c1cccc(OC)c1)C1CCN(C(=O)c2ccc(F)cc2)CC1 (stereo not given)	i
COc1cccc(CN2CCCCCNC(=O)[C@@H]3CCC[C@@H]32)c1	i
CC(=O)Nc1ccc(-c2ccc(=O)n3c2[C@@H]2C[C@@H](CN(S(=O)(=O)c4ccc(Cl)cc4)C2)C3)cc1	?
CCn1cc(-c2nc3cc(S(=O)(=O)N4CCCC4)ccc3n2C)c(C)n1	i
CCN(CC1CCN(CCc2ccccc2C)CC1)C(=O)c1csc(C)n1	-28%
COc1ccc(-c2oc3ncn4nc(-c5ccccc5C)nc4c3c2-c2ccc(OC)cc2)cc1	58%[activator]
COc1ccc(-c2noc([C@@H]3C[C@H](NS(=O)(=O)c4ccc5ccccc5c4)CN3C)n2)cc1	?
Cc1ccc(S(=O)(=O)C(CNC(=O)COc2ccccc2)c2cccs2)cc1 (stereo not given)	27%
NC(=O)C1CCN([C@H]2[C@@H]3OC[C@@H](O3)[C@@H](NCc3ccc(F)cc3)[C@@H]2O)CC1	-17%[44.1 µM]
COc1ccccc1CCNC(=O)CCc1c(C)c2cc3c(C)coc3c(C)c2oc1=O	i
COC(=O)CNC(=O)C1CCc2nnc(CNC(=O)NC(C)C)n21 (stereo not given)	16%
COc1ccc(-n2cccn2)c(CN2CCC3(CCNC(=O)CC3)CC2)c1	-2%
CC(C)(C)NS(=O)(=O)c1ccc2nc(NC(=O)c3cccnc3)sc2c1	-17%
CCc1noc(C)c1C(=O)N1C[C@@H](C(=O)O)C[C@@H](C(=O)N2CCCC2)C1	4%
C=CCN1CCN(C(=O)C2CCCN(Cc3ccncc3)CCC(=O)NCC2)CC1 (stereo not given)	21%
CCOc1ccc(/C=C/c2nc(C#N)c(NC3CCCCC3)o2)cc1	-5%
O=C(c1ccc(Cl)s1)N1CCC(n2cnnc2-c2ccccc2)C1 (stereo not given)	i
O=C(Nc1ccc2c(c1)C(=O)N1CCC[C@H]1C(=O)N2)c1cc(-c2ccccc2)n[nH]1	?
Cc1ccc(N(C)C(=O)c2cc(S(=O)(=O)N3CCOCC3)cn2C)cc1	4%
Cc1ccc(S(=O)(=O)c2nc(-c3ccccc3Cl)oc2N2CCCCCC2)cc1	-14%
COC(=O)c1ccccc1NC(=O)c1nn(-c2ccc(OC)cc2)c(=O)c2c1c1ccccc1n2C	48%[activator]
O=C(C1CC1)N1CCC2(CN[S+](=O)([O-])c3cnccc3O2)C1 (stereo not given)	14%
O=C(Nc1nnc(S(=O)(=O)N2CCCCC2)s1)c1ccc(Cl)cc1	3%
COc1cc2c(cc1NC(=O)COc1ccc(Br)c(C)c1)oc1ccccc12	20%[5.79 µM]
COc1ccc(S(=O)(=O)c2c(O)c3ccc(C(=O)NCc4ccc(Cl)cc4)cc3[nH]c2=O)cc1	-3%
O=C(Nc1ccc([C@H]2OCC(=O)N(Cc3ccc(F)cc3)[C@@H]2CO)cc1)c1cccnc1	-11%
O=C(Cn1nc2c(cc1=O)CCCC2)NCCn1cnc2ccccc21	12%
CCOCCn1nc(C)cc1C(=O)N1CC(C)(C)[C@@](C)(O)C1	-17%
Cc1nc(C2CCCCN2C(=O)c2ccccc2F)n[nH]1 (stereo not given)	-4%
Cc1ccc(C)c(Cn2c(=O)n(C(C)C)c(=O)c3oc4ccccc4c32)c1	14%
COc1ccc(CC(=O)N[C@H]2[C@H](O)[C@H](O)C[C@@H]2c2ccc(C(F)(F)F)nc2)cc1	i
CCOc1ccc(CC(=O)N2CCCC3(C2)Nc2cccnc2NC3=NC2CCCC2)cc1 (stereo not given)	?
O=C(CC1=CCCCC1)N1CCC2(CC1)CC(O)CCO2 (stereo not given)	18%
CCn1cnc2c(=O)oc3ccc(S(=O)(=O)Nc4ccc(OC)cc4)cc3c21	-3%
O=C(c1ccc2cc[nH]c2n1)N1CCOCC1	13%[44.1 µM]
CCOC(=O)N1CCN(Cc2nccn2CCOC)CC1	7%
COc1cc(F)ccc1-c1cnc2n[nH]c(-c3sccc3C)c2n1	?
CC(=O)N1CCCC2(CC(c3cccnc3)=NO2)C1 (stereo not given)	11%[44.1 µM]
Cc1ccc(CN2CCC[C@H]2c2nc(-c3ccc(OC4CCCCC4)nc3)no2)cc1	-13%[44.1 µM]
Cc1ccc(C(=O)N[C@H]2CO[C@H]3[C@@H]2OC[C@@H]3n2cc(CN(C)Cc3ccccc3)nn2)cc1	-22%

These rows are one share of the data; the hit share may differ from the screen's.
